Bioassay records as filed in PubChem.
SMARCA2 activ = SMARCA2 function activation, primary screen; MG213 cells, MMTV-luciferase reporter, dexamethasone, overnight; activation, % at 9.1 µM; hit rate 1% among 370,000; in the data active means activation above about 7.8%;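 further: 0% = vehicle wells and 100% = reference activator wells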
hcDAF12 agonist = H. contortus DAF-12 activation, primary screen | activation, % at 6.8 µM | hit rate 1.4% among 370,000 | HEK293 hcDAF-12 lit1-tk-luc reporter, luminescence; 0% DMSO, 100% Δ7-dafachronic acid;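 active means activation above the mean of all tested compounds plus 3 SD, cut at about 5.5% in these data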;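 further: 100% = response to 3 µM Δ7-dafachronic acid high control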
PLC-beta3 inh = PLC-beta3 (human) inhibition, primary screen. Q01970. Purified PLC-beta3, fluorogenic substrate, fluorescence. inhibition, % at 12.2 µM. hit rate 0.18% among 370,000. AID 720704; in the data active means inhibition above about 11%;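 further: 0% = median of compound wells on plate and 100% = full blocker control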
Rev-erbA mod = modulators of human Rev-erb alpha DNA binding; Rev-erbα–FITC-DNA binding, fluorescence polarization, 90 min; activity, % at 10 µM; hit rate 0.79% among 370,000; AID 1259318;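 active means activity above about 14%, limit read from the data; passing the limit was not always enough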;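 further: 0% = DMSO wells with 35 nM protein and 100% = DMSO wells with 750 nM protein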
MBD2 inh = inhibitors of human MBD2 binding to methylated oligonucleotide | Q9UBB5 | TR-FRET | inhibition, % at 4.4 µM | hit rate 0.31% among 370,000; in the data active means inhibition above about 13%
Target sequence (Q9UBB5 whole entry, looked up): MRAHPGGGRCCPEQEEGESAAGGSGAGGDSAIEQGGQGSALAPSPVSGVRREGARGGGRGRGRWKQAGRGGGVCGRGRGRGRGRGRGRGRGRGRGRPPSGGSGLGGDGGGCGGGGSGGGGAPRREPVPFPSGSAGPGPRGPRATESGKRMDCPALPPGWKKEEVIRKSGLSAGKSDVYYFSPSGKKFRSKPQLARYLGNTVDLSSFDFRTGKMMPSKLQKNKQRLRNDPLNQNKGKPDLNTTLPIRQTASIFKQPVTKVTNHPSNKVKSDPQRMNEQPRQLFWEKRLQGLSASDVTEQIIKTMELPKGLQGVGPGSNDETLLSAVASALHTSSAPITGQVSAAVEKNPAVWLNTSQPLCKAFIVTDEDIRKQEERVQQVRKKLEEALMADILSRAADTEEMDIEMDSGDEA
ADAM17 inh = ADAM17 inhibition, QFRET primary screen; hit rate 0.83% among 370,000; AID 720648; recombinant ADAM17, EDANS/DABCYL FRET peptide cleavage; inhibition, % at 6.95 µM;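 active means inhibition above the mean of compounds lying between control limits plus 3 SD, set per campaign, cut at about 8.5% in these data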;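 further: 0% = DMSO-only wells as the low control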
Target sequence (P78536 215-824 limits assumed): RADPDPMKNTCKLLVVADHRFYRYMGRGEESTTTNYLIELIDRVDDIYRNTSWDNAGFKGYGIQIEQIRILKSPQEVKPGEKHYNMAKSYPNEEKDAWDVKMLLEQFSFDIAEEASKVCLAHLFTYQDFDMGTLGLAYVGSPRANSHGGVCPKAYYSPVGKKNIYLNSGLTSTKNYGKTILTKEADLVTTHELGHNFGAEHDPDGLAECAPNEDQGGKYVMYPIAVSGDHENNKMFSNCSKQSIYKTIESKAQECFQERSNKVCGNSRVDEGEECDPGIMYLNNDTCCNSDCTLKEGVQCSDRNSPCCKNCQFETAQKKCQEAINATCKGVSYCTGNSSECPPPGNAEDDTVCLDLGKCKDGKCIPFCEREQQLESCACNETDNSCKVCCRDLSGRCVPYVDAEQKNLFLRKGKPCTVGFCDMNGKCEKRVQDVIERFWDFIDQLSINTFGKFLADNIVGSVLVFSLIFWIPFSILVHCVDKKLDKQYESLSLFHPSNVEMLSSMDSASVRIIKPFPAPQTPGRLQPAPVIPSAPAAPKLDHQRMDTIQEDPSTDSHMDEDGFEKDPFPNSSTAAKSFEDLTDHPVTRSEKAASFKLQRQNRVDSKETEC
DAX1 inh-1 = blocks DAX1 repression of SF-1 activated StAR promoter. HEK293T StAR-luciferase reporter, SF-1/DAX-1 repression relief. AID 652010. inhibition, % at 6.8 µM. hit rate 1.1% among 370,000;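 active means inhibition above the mean over all tested compounds plus 3 SD, cut at about 3.6% in these data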;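 further: 0% = DAX-1 cells with DMSO and 100% = cells lacking DAX-1 with DMSO; higher inhibition means more luminescence from relief of DAX-1 repression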
ssDAF12 agonist = activators of S. stercoralis DAF-12 nuclear receptor. HEK293 ssDAF-12/GRIP1 lit1-tk-luc reporter, luminescence; % of 3 µM dafachronic acid response. activation, % at 6.8 µM. hit rate 1% among 370,000;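 active means activation above the mean over all tested compounds plus 3 SD, cut at about 0.9% in these data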;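 further: 0% = DMSO-only wells and 100% = 3 µM delta7-dafachronic acid wells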
PLCg1 inh = PLC-gamma1 (human) inhibition, primary screen | P19174 | purified PLC-gamma1, fluorogenic substrate, fluorescence | inhibition, % at 12.2 µM | hit rate 0.84% among 370,000; in the data active means inhibition above about 9.5%
DAX1 inh-2 = NR0B1 (DAX1) inhibition. HEK293 Gal4-DAX1 luciferase reporter, luminescence. P51843. AID 504766. inhibition, % at 6.75 µM. hit rate 0.99% among 340,000;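 active means inhibition above the mean over all tested compounds plus 3 SD, cut at about 4.2% in these data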;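 further: 0% = DAX1-transfected cells with DMSO and 100% = empty-vector control cells with DMSO; inhibition shows as a rise in luminescence from relieved DAX1 repression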
hgDAF-12 ag = activates the H. glycines DAF-12 receptor ligand-binding domain; HEK293 GAL4-hgDAF12 UAS-luciferase reporter, agonist luminescence; normalized to butyrate control; hit rate 1.8% among 370,000; activation, % at 6.8 µM;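 active means activation above a cutoff set at the mean of all screened compounds plus 3 SD, cut at about 10% in these data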;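 further: 0% = DMSO wells and 100% = sodium butyrate wells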
* hit, by the source's call; / = no result given. Compounds as they come; 7.4% or so of the library scored in one or more.

item	Compound	SMARCA2 activ	hcDAF12 agonist	PLC-beta3 inh	Rev-erbA mod	MBD2 inh	ADAM17 inh	DAX1 inh-1	ssDAF12 agonist	PLCg1 inh	DAX1 inh-2	hgDAF-12 ag
1	O=C(CCN1CCN(C/C=C/c2ccccc2)CC1)Nc1ccccc1Cl	-2	-2.3	-5	-2	2	1	-0.7	-1.0	5	1.8	-1.1
2	O=C(O)COCC(=O)Nc1ccc2c(c1)oc1ccccc12	-2	-1.4	-9	1	3	-4	0.2	-1.2	2	1.7	-0.4
3	COCCn1cnc2c1c(=O)n(CC(=O)NC(=O)NC(C)(C)C)c(=O)n2Cc1ccccc1	-2	0.2	-3	0	-7	-2	0.1	-0.6	1	1.1	0.4
4	CCS(=O)(=O)N1Cc2ccccc2CC1C(=O)N(C)CC(=O)Nc1cccc(F)c1 (stereo not given)	1	0.8	-8	-2	-2	-4	3.1	-1.1	-8	1.7	1.8
5	CC(=O)Nc1ccc(Nc2cc(C)c3ccccc3n2)cc1	-1	-1.7	-116	5	-4	0	-0.3	-1.2	-76	-0.6	0.2
6	COc1ccc(CCNCC(=O)N2C(C)CCCC2C)cc1OC (stereo not given)	2	-0.7	0	-4	1	-5	-0.4	-1.3	-1	-0.5	0.9
7	CCCC(=O)NCCc1cc2c(C)ccc(C)c2[nH]c1=O	-1	0.4	-1	3	-4	-8	-0.5	-0.8	-3	-0.6	-0.1
8	O=C(COC(=O)c1ccc(S(=O)(=O)NCc2ccco2)cc1)NCc1ccccc1	-3	-0.7	-2	-6	-3	0	0.6	-1.5	0	0.8	0.6
9	O=C(C1=NOC2(C1)C(=O)Nc1ccccc12)N1CCCC1 (stereo not given)	-4	-0.4	0	-7	1	-2	1.2	-0.7	-2	/	-2.4
10	CCOc1ccc(C(=O)Nc2ccccc2N2CCCC2)cc1	0	-0.2	2	2	-1	-2	-0.2	-1.3	0	0.4	-1.0
11	COc1ccc(-c2[nH]ncc2CN2CCC(C(=O)N3CCOCC3)CC2)c(F)c1	-5	-0.1	1	3	-1	-2	-1.1	-1.2	1	1.0	-0.1
12	COc1cccc(C(=O)NCC2CCN(c3ccc(S(=O)(=O)N4CCOCC4)cc3)CC2)c1	-5	-1.5	7	3	-1	3	-0.3	-1.0	7	-1.2	-0.8
13	O=S(=O)(c1ccc(N2CCN(c3ccc(F)cc3)CC2)cc1)N1CCCC1	-1	-1.5	1	-5	4	1	-0.3	-1.4	-2	0.7	-2.5
14	CCOC(=O)CC[C@@]1(C(=O)OCC)C[C@@H](CC(=O)NCCc2ccccc2OC)C(=O)N2CCCC=C21	-4	-0.9	-1	3	4	1	-1.1	-0.9	2	/	-3.0
15	COc1ccc(CN2C(=O)c3ccccc3C2=O)cc1	5	0.6	-3	5	4	0	0.7	-0.4	0	0.4	0.2
16	CCc1nccn1CCC(=O)N1CCCC(N2CCN(c3cccc(Cl)c3)CC2)C1 (stereo not given)	1	-0.1	-8	4	-1	-3	0.9	-1.0	-1	0.9	4.2
17	O=C(Nc1ccccc1Cl)Nc1ccnn1C1CCN(C(=O)C2CCOC2)CC1 (stereo not given)	-2	-0.3	2	-4	-3	0	0.1	-1.3	0	-0.5	-1.7
18	CCOC(=O)N1CCN(S(=O)(=O)c2ccc(C(=O)N(CCN(CC)CC)c3nc4ccc(C)cc4s3)cc2)CC1	0	0.2	-4	-2	6	-3	0.1	-0.6	0	0.3	3.1
19	CCn1c(SCC(=O)Nc2ccccc2)nnc1-c1ccc(S(=O)(=O)N2CCOCC2)cc1	0	-2.0	5	5	-1	6	-0.5	-1.1	8	0.8	-1.6
20	CCc1ccc(OCC(=O)Nc2cccc3c2CCCC3)cc1	-5	-2.1	1	4	4	-3	-0.2	-1.1	-3	1.0	-1.4
21	O=c1[nH]c(CN2CCN(S(=O)(=O)c3ccc4c(c3)OCCO4)CC2)nc2sc3c(c12)CCCC3	3	0.1	-2	2	2	0	-0.6	-0.4	0	-0.4	0.3
22	O=C(NCCc1c[nH]c2ccccc12)c1cnc2n(c1=O)CCS2	-7	1.9	1	1	-1	2	1.0	0.5	1	-0.3	-0.3
23	Cc1cc(C(=O)OCCN2C(=O)c3ccccc3C2=O)c2ccccc2n1	1	-3.0	-6	-4	5	-6	-0.7	-1.2	-4	0.4	-2.1
24	Cn1nc(-c2ccccc2)cc1NC(=O)CCCC(=O)O	2	-1.2	-8	1	0	-2	0.6	-1.8	-1	0.7	1.1
25	Cc1cccc(N(CC(=O)NC2CCCCC2)C(=O)c2csnn2)c1	3	0.2	0	3	5	3	0.1	-0.6	6	0.3	1.1
26	Cc1cc(C(=O)N2CCN(c3ccccn3)CC2)no1	-1	-0.3	2	3	5	-5	-0.5	-1.2	-4	0.8	0.3
27	CCOC(=O)c1ccc(NC(=O)Nc2nc3ccccc3s2)cc1	-3	1.8	1	9	-1	-3	-0.3	-1.0	2	-0.3	1.1
28	O=C(O)c1ccc2c(=O)n3c(nc2c1)/C(=C/c1ccc(Cl)c([N+](=O)[O-])c1)CC3	-1	0.1	-7	-5	-2	-5	0.0	-1.0	-1	-0.6	0.3
29	CC1(C)CC(=O)C(C=NCCN2CCN(C(=O)c3ccccc3)CC2)=C(O)C1	6	0.7	3	-3	1	-2	0.1	-0.9	-2	0.3	1.9
30	COc1ccc(C(=O)Nc2cccc(C(=O)Nc3cc(C)ccn3)c2)cc1	-1	-2.5	-4	-2	-4	2	-0.3	-0.6	3	-1.9	2.2
31	Cc1ccc(CN2CCCCC(NC(=O)C(C)(C)C)C2=O)cc1 (stereo not given)	-3	-2.9	-1	-2	-1	-2	-3.1	-1.6	0	/	-1.2
32	COc1cccc(/C=C/C(=O)OCC(=O)c2c[nH]c3ccccc23)c1	-3	3.2	-66	6	2	-3	0.4	0.0	-45	0.4	-1.0
33	O=C(O)c1ccc(N/N=C/c2ccc(-c3cc(Cl)ccc3Cl)o2)cc1	0	0.3	-46	2	2	-9	2.5	-1.3	-25	-1.6	1.7
34	CC(=O)Nc1ccc(SCC(=O)c2cc(C)n(-c3ccccc3)c2C)cc1	-4	-6.5	1	1	1	-3	-2.1	-2.5	2	0.8	-9.6
35	CCCCn1c(N)c(N(CC(C)C)C(=O)C2CCN(S(=O)(=O)c3ccc(Cl)cc3)CC2)c(=O)[nH]c1=O	-2	0.9	-5	2	0	-5	0.0	-1.1	4	-0.4	1.7
36	O=C(COC(=O)c1cc2ccccc2oc1=O)c1cccc([N+](=O)[O-])c1	-1	-2.3	7	6	-1	5	-0.1	-0.9	6	1.8	2.5
37	Cc1cccc(-n2c(-c3ccc(Br)o3)n[nH]c2=S)c1	-1	0.1	-8	-4	4	-1	-0.1	-1.5	2	-0.2	0.3
38	C#CCOCC1CN(C)C(=O)O1 (stereo not given)	-4	-1.3	3	-2	-2	-2	-0.7	-1.4	-3	0.5	0.4
39	O=S(=O)(NC(=NCc1ccccc1)c1ccccc1F)c1ccccc1	-4	-1.4	-5	4	-1	-7	-0.4	-1.9	0	0.4	-1.0
40	CCC(C)(C)NC(=O)C(c1ccccc1)N(Cc1cccs1)C(=O)Cn1nnc2ccccc21 (stereo not given)	-1	-1.9	0	-1	-1	-2	-0.5	-1.1	1	-1.2	-2.0
41	Cc1ccc(NS(=O)(=O)c2cc(C(=O)NCc3cccnc3)ccc2C)cc1	-1	-1.2	-9	-3	-4	-1	-2.4	-0.3	-1	0.1	-0.6
42	CCOC(=O)C1=C(c2ccccc2)NC(=O)NC1c1cccc(OC)c1OC (stereo not given)	1	-1.5	-4	-1	1	2	0.4	-1.8	3	0.4	-2.6
43	CN(C)c1ccc(C(=O)OCc2ccccc2)cc1	-1	-0.6	-6	-1	0	9	0.2	-0.5	-14	0.8	3.9
44	O=C(C1=COCCO1)N1CCN(S(=O)(=O)c2cccc(Cl)c2Cl)CC1	-9	0.6	9	6	2	3	-0.4	-1.5	8	0.1	0.0
45	Cc1c(C)n(Cc2ccccc2)c2ncnc(N)c12	-2	-3.0	-1	0	-2	-2	-1.4	-1.7	-2	-0.1	-3.7
46	CCc1nc(-c2ccc(C)nc2OC)no1	-2	0.4	2	1	-5	0	-0.3	-1.1	4	2.0	-1.2
47	Cc1ccc(NC(=O)CSc2nnc(-c3cnccn3)n2-c2ccccc2)cc1	5	-1.9	2	19	1	-1	0.7	-0.7	2	-0.5	-2.1
48	CS(=O)(=O)N1CCN(Cc2ccc(C(F)(F)F)cc2)CC1	-4	-1.9	0	1	5	-5	-1.1	-0.8	0	-1.2	-2.4

Complete entries, looked up by structure:
`Cc1c(C)n(Cc2ccccc2)c2ncnc(N)c12` is entered as SMARCA2 activ: -2; hcDAF12 agonist: -3.0; PLC-beta3 inh: -1; Rev-erbA mod: 0; MBD2 inh: -2; ADAM17 inh: -2; DAX1 inh-1: -1.4; ssDAF12 agonist: -1.7; PLCg1 inh: -2; DAX1 inh-2: -0.1; hgDAF-12 ag: -3.7
`Cc1ccc(NC(=O)CSc2nnc(-c3cnccn3)n2-c2ccccc2)cc1` is entered as SMARCA2 activ: 5; hcDAF12 agonist: -1.9; PLC-beta3 inh: 2; Rev-erbA mod: 19; MBD2 inh: 1; ADAM17 inh: -1; DAX1 inh-1: 0.7; ssDAF12 agonist: -0.7; PLCg1 inh: 2; DAX1 inh-2: -0.5; hgDAF-12 ag: -2.1

Continuation:
item	Compound	SMARCA2 activ	hcDAF12 agonist	PLC-beta3 inh	Rev-erbA mod	MBD2 inh	ADAM17 inh	DAX1 inh-1	ssDAF12 agonist	PLCg1 inh	DAX1 inh-2	hgDAF-12 ag
49	O=C1CC(C(=O)NCc2ccccc2)N=C(N2CCCCC2)N1 (stereo not given)	0	-0.9	10	6	1	1	0.2	-0.9	5	1.1	-0.9
50	O=C(CCCN1C(=O)/C(=C/c2cccs2)SC1=S)NNC(=O)c1ccncc1	1	-0.2	2	-8	-3	-1	-0.1	-0.7	0	-0.9	-1.0
51	O=C(Cc1cccs1)NCc1ccc(F)cc1	0	0.1	7	1	3	1	0.5	-0.5	4	-0.2	0.2
52	CCCCn1c(-c2ccco2)n[nH]c1=S	-1	-0.8	0	-3	-5	-4	-0.4	-1.1	-5	0.4	-1.8
53	NC1=NC(c2cn[nH]c2-c2ccc(F)cc2)n2c(nc3ccccc32)N1 (stereo not given)	-4	1.5	-6	4	1	-5	0.0	-2.0	-2	/	1.3
54	CCOc1ccc(C(C)=O)cc1CSc1nnc(-c2cccs2)n1CC1CCCO1 (stereo not given)	-4	-2.5	0	3	-5	-2	-0.1	-1.0	1	-0.9	-0.7
55	O=C(Nc1nc2ccc(Cl)cc2s1)C1CC1	-2	0.7	-7	-4	-4	-4	-0.3	-1.8	2	-2.1	0.8
56	C=CCSc1nc(C)c(CC(=O)OCCCC)c(=O)[nH]1	-1	-1.4	-2	2	4	-6	0.6	-0.8	-3	-0.4	0.4

Entries listed so far with a tert-butyl group:
item	Compound	SMARCA2 activ	hcDAF12 agonist	PLC-beta3 inh	Rev-erbA mod	MBD2 inh	ADAM17 inh	DAX1 inh-1	ssDAF12 agonist	PLCg1 inh	DAX1 inh-2	hgDAF-12 ag
3	COCCn1cnc2c1c(=O)n(CC(=O)NC(=O)NC(C)(C)C)c(=O)n2Cc1ccccc1	-2	0.2	-3	0	-7	-2	0.1	-0.6	1	1.1	0.4
31	Cc1ccc(CN2CCCCC(NC(=O)C(C)(C)C)C2=O)cc1 (stereo not given)	-3	-2.9	-1	-2	-1	-2	-3.1	-1.6	0	/	-1.2
